mcGAS inh: blocks mouse cGAS activity | inhibition, % at 12.5 µM | Q8C6L5 | AID 1259399 | recombinant cGAS, Kinase-Glo ATP depletion luminescence | 0.15% of 160,000 active;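 note: 0% = negative control wells and 100% = reference inhibitor with no enzyme activity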
hcGAS inh: inhibitors of human cGAS; recombinant h-cGAS, ATP depletion, Kinase-Glo luminescence; Q8N884; 0.081% of 290,000 active; inhibition, % at 12.5 µM;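 note: 0% = vehicle reaction and 100% = reaction without DNA for no activity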
Target sequence (Q8N884 whole entry, looked up): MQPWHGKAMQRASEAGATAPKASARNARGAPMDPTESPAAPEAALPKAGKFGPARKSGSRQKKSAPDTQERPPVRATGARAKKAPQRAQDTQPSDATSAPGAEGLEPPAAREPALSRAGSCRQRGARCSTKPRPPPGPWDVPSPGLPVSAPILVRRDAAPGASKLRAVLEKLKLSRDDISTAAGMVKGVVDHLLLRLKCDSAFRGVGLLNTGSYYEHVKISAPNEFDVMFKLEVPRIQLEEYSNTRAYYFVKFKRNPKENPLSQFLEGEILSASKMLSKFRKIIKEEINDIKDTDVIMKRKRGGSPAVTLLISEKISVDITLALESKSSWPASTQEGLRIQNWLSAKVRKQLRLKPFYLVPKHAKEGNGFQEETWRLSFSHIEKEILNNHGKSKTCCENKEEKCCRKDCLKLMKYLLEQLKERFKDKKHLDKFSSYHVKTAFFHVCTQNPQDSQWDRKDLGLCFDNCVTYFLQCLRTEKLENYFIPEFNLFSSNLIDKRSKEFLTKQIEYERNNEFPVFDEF
NPYLR7 agonist: mosquito NPYLR7 agonism; HEK293T NPYLR7/Galpha15, GCaMP6s calcium fluorescence; activation, % at 10 µM; 0.15% of 270,000 active; in the data active = activation above about 40%;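 note: 0% = vehicle and 100% = reference agonist at the receptor; some compounds past the cut are filed as inactive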
* = called active by the depositor; · = no result given; & = joins results of further samples. Cut-off read from the data, not from the text of the source, unless noted: active = inhibition above about 40%; inactive = the rest.

No.	molecule	hcGAS inh	NPYLR7 agonist	mcGAS inh
1	O=C(N=c1sccn1C(C(=O)O)c1ccccc1)c1ccc(F)cc1 (stereo not given)	-10	24	·
2	Clc1ccc2nc(N/N=C/c3nc4ccccc4[nH]3)nc(-c3ccccc3)c2c1	-1	0	-7
3	Cc1cccc(NC(=O)C2CC2)c1-c1nc2ncccc2o1	0	-10	1
4	COc1ccc(-c2cc(C(=O)NC(C)c3ccccc3)n3nc(C(C)(C)C)cc3n2)cc1 (stereo not given)	-6	8	-6
5	CC(=O)Nc1ccc(NC(=O)CSc2nc3c(-c4ccccc4)c(C)nn3c(=O)[nH]2)cc1	29	8	-4
6	CCN(Cc1ccccc1)S(=O)(=O)Nc1ccc(C(=O)N2CCCC2)cc1	-15	0	-16
7	O=C(CCn1c(=O)oc2ccccc21)Oc1ccccc1	-1	-2	-6
8	COC(=O)CCCS(=O)(=O)c1ccc(Br)cc1	-8	14	-16
9	CC(C)n1c(SCC(=O)NC2CCCCC2)nc2nc(N3CCCC3)sc2c1=O	-7	·	-3
10	CCOC(=O)C1(Cc2ccccc2C)CCCN(S(=O)(=O)N(C)C)C1 (stereo not given)	-3&-3	6&1	·
11	CCOc1cc(C2NC(=O)c3ccccc3N2)ccc1OC(C)C(=O)N(C)C (stereo not given)	-7	-2	·
12	COC(=O)C(Cc1ccccc1)NC(=O)C1CC=CCC1C(=O)N1CCC(C#N)(c2ccccc2)CC1 (stereo not given)	-3	13	-6
13	COCCn1c(C)cc(O)c(C(c2ccc(OC)c(OC)c2)N2CCC(C)CC2)c1=O (stereo not given)	-3	10	·
14	CCOc1ccc(-c2ccc(=O)n(CCNC(=O)Nc3cc(Cl)ccc3OC)n2)cc1	-6	-5	-6
15	CC(=O)O[C@@H](C)C(=O)N1CCN(c2nccc(-c3ccc(-n4ccnc4)cc3)n2)CC1	-7	4	-8
16	O=c1c2ccc(Cl)cc2nc(-c2ccc(F)cc2C(F)(F)F)n1Cc1ccccc1	-2	6	-4
17	COC(C(=O)Nc1ccnn1C1CCN(Cc2cc3ccccc3o2)CC1)c1ccccc1 (stereo not given)	-5	·	-11
18	Cc1ccc(-c2nn(CN3CCN(S(=O)(=O)c4ccccc4Cl)CC3)c(=S)n2C)cc1	-4	6	-7
19	O=c1[nH]c(CN2CCN(c3ccccc3F)CC2)nc2ccsc12	-7	-1	·
20	Cc1csc(-c2coc3cc(OCC4OC(CO)C(O)C(O)C4O)ccc3c2=O)n1 (stereo not given)	-8	2	-10
21	Cc1oc(-c2cccs2)nc1CN(C)Cc1ccc2nonc2c1	-12	16	·
22	CO/N=C(/C(=O)NCCc1cccs1)c1csc(NC=O)n1	-2	10	-4
23	CC(C)c1nc(N2CC[C@@]3(O)CCN(C(=O)N(C)C)C[C@H]3C2)cc(=O)[nH]1	-14	·	-6
24	CCOC(=O)c1nc2cc(Cl)c(Cl)cc2nc1N1CCCN(C(=O)c2ccc(N(C)C)cc2)CC1	-8	·	-8
25	CCOC(=O)CCC(=O)N1CCN(c2nc(-c3cccc(C(F)(F)F)c3)nc(C)c2Cc2ccccc2)CC1	-12	-5	-7
26	CC1c2cccn2CCN1C(=O)/C=C/c1ccc(C#N)cc1 (stereo not given)	-1	10	-11
27	COc1cc(CNCCC(C)C)cc(OC)c1	-3	28	·
28	Cc1noc(-c2cccnc2)c1C(=O)NCc1cccc(F)c1F	-1	-2	-4
29	COc1cccc(-c2nc3ccccn3c2NC(=O)C(C)Cl)c1 (stereo not given)	-4	-11	-5
30	CNC(=O)c1cn(-c2ccc(S(=O)(=O)N3CCCC3)cn2)cn1	0	-9	·

For reference, 16 of the compounds above:
No.	molecule	hcGAS inh	NPYLR7 agonist	mcGAS inh
15	CC(=O)O[C@@H](C)C(=O)N1CCN(c2nccc(-c3ccc(-n4ccnc4)cc3)n2)CC1	-7	4	-8
16	O=c1c2ccc(Cl)cc2nc(-c2ccc(F)cc2C(F)(F)F)n1Cc1ccccc1	-2	6	-4
17	COC(C(=O)Nc1ccnn1C1CCN(Cc2cc3ccccc3o2)CC1)c1ccccc1 (stereo not given)	-5	·	-11
18	Cc1ccc(-c2nn(CN3CCN(S(=O)(=O)c4ccccc4Cl)CC3)c(=S)n2C)cc1	-4	6	-7
19	O=c1[nH]c(CN2CCN(c3ccccc3F)CC2)nc2ccsc12	-7	-1	·
20	Cc1csc(-c2coc3cc(OCC4OC(CO)C(O)C(O)C4O)ccc3c2=O)n1 (stereo not given)	-8	2	-10
21	Cc1oc(-c2cccs2)nc1CN(C)Cc1ccc2nonc2c1	-12	16	·
22	CO/N=C(/C(=O)NCCc1cccs1)c1csc(NC=O)n1	-2	10	-4
23	CC(C)c1nc(N2CC[C@@]3(O)CCN(C(=O)N(C)C)C[C@H]3C2)cc(=O)[nH]1	-14	·	-6
24	CCOC(=O)c1nc2cc(Cl)c(Cl)cc2nc1N1CCCN(C(=O)c2ccc(N(C)C)cc2)CC1	-8	·	-8
25	CCOC(=O)CCC(=O)N1CCN(c2nc(-c3cccc(C(F)(F)F)c3)nc(C)c2Cc2ccccc2)CC1	-12	-5	-7
26	CC1c2cccn2CCN1C(=O)/C=C/c1ccc(C#N)cc1 (stereo not given)	-1	10	-11
27	COc1cc(CNCCC(C)C)cc(OC)c1	-3	28	·
28	Cc1noc(-c2cccnc2)c1C(=O)NCc1cccc(F)c1F	-1	-2	-4
29	COc1cccc(-c2nc3ccccn3c2NC(=O)C(C)Cl)c1 (stereo not given)	-4	-11	-5
30	CNC(=O)c1cn(-c2ccc(S(=O)(=O)N3CCCC3)cn2)cn1	0	-9	·

(continued)
No.	molecule	hcGAS inh	NPYLR7 agonist	mcGAS inh
31	CCN1CCN(Cc2nc3c(c(=O)n(C)c(=O)n3C)n2CCCc2ccccc2)CC1	-11	1	·
32	O=[N+]([O-])c1cnc(Oc2ccc(Cl)cc2Cl)s1	1	-5	·
33	Cc1ccccc1C(=O)N(CCN1CCCCC1)Cc1csc(COc2ccccc2C(C)C)n1	-3	·	-7
34	CN(CCO)c1nc(NCc2ccccc2)c2cnn(C)c2n1	0	5	0
35	CCN1C(=O)SC(Nc2ccc(OC)cc2)C1=O (stereo not given)	-11	8	-6
36	CCCN1C(=O)COCc2cc(-c3ccc(OC)nc3)ccc21	-5	5	·
37	CNC(=O)[C@@H]1C[C@@H](N)CN1Cc1ccc(S(C)(=O)=O)cc1	-7	0	-10
38	CC(=O)Nc1sc2c(c1C(c1cccnc1)N1CCCC1)CCCC2 (stereo not given)	0	4	-3
39	CNC(=O)CCc1nc2c(c(=O)[nH]c(=O)n2CC(C)C)n1CCOC	-4	5	·
40	Cc1nn(CC(C)C)c2sc(C(=O)NC3(C)CCS(=O)(=O)C3)cc12 (stereo not given)	1	0	·
41	O=C(Nc1cc(Cl)ccc1-n1cncn1)C1CCCO1 (stereo not given)	-7	7	-7
42	CC(=O)c1ccc(C(=O)NC(C)c2ccc(-c3cncnc3)cc2)cc1 (stereo not given)	-10	4	·
43	CCn1c(CC2CCN(Cc3ccc(NC(C)=O)cc3)CC2)nn(C)c1=O	-4	-3	·
44	Cc1ccc(C(=O)Nc2sc3c(c2C(=O)N2CCCCC2)CCC(C)C3)cc1 (stereo not given)	5	-8	3
45	O=C(CCOc1ccccc1)N1CCC(CO)(Cc2ccc(Cl)cc2)CC1	-6	2	·
46	CCCNC(=O)C(NS(=O)(=O)c1ccccc1)C1CCN(C(=O)c2ccc(F)cc2)CC1 (stereo not given)	-4	4	-6
47	O=C(NCCc1cccc(Cl)c1)C1CC=CCC1C(=O)N1CCN(c2ccccn2)CC1 (stereo not given)	-2	-5	-2
48	Cc1[nH]c2ccc(CNC(=O)c3ccccc3-c3ncc[nH]3)cc2c1C	-5	10	-19
49	CCc1nc2n(n1)C(=O)C(C(c1ccccc1)N1CCN(CC)CC1)S2 (stereo not given)	-7	-7	-8
50	COCc1cc(C)nc(OCC(=O)N/N=C\c2ccc(OC)cc2OC)c1C#N	-3	-11	-7
51	Cn1ncc(N=Cc2ccccc2O)c1C(=O)N1CCOCC1	-5	-2	·
52	Cc1nn(-c2ccc(F)cc2)c2nc(CC3CCCCC3)nc(N3CCN(C(=O)c4cccs4)CC3)c12	-2	2	-3
53	O=C(c1ccco1)N1CCN(c2cc(Oc3ccc(F)cc3Cl)ncn2)CC1	5	1	0
54	COc1ccccc1NC(=O)Cn1nc(C(C)C)c2cnn(-c3ccc(F)cc3)c2c1=O	-4	5	·
55	COc1cc(S(=O)(=O)Nc2ccc(I)cc2)ccc1N	-8	1	·
56	CCS(=O)(=O)N1Cc2ccccc2CC1C(=O)Nc1cccc(C)c1 (stereo not given)	1	-3	-1
57	O=c1[nH]c(CSc2nnc(-c3ccco3)n2C2CCCCC2)nc2ccsc12	-6	6	·
58	COc1cc(CNc2ccc(S(=O)(=O)NC3CCC(C)CC3)cc2[N+](=O)[O-])ccn1 (stereo not given)	3	0	-1
59	O=C(C1CCCC1)N(Cc1nccn1Cc1ccc(F)cc1)CC1CC1	-3	5	-5
60	COCCn1cncc1Cn1ccnc1-c1c(F)cccc1Cl	-5	15	-9
61	COC(=O)C1=C2SCC(=O)N2C(=N)C(C#N)C1 (stereo not given)	-8	12	-3
62	CCc1[nH]n(C)c(=O)c1C1=C(N(C)C2CCCCC2)C(=O)N(c2ccccc2F)C1=O	3	-7	0
63	Cc1cc(OCC2CN(C(=O)Cn3cnnn3)CCO2)ccc1Cl (stereo not given)	-7	23	-8
64	CCc1nn(C)c(Cl)c1CN(Cc1ccco1)C(C)C(C)C (stereo not given)	-6	11	·
65	CCCCc1ccc(NC(=O)Cn2cc(OC)c(=O)cc2CSc2nnnn2C)cc1	-5	-4	-9
66	COc1cccc(-n2c(C3(c4ccc(Cl)cc4)CCC3)n[nH]c2=S)c1	1	-17	·
67	CCC(C(=O)NCC1=CCCN(C)C1)c1ccccc1 (stereo not given)	-2	4	-10
68	CC(C)=CCC1=C(O)c2ccccc2C(=O)C1=O	1&-21	-1	-2&1
69	CCn1c(=O)c(C(=O)NCc2ccco2)nn(-c2ccc(Cl)cc2)c1=O	-8	1	-8
70	Cc1cc(C)n(Cc2ccc(C(=O)N3CCC4(CN(C)C(=O)O4)C3)cc2)n1 (stereo not given)	-6	3	·
71	CNC(=O)c1cc(NC(=O)NCc2ccc(F)cc2)ccc1Cl	-9	1	-9
72	Cc1nc2cnc(-c3ccc(O)cc3)cn2c1NC(=O)c1cccs1	10	-13	4
73	CS(=O)(=O)n1c(=O)oc2ccccc21	-1	5	0
74	COc1cc(NC(=O)Cn2ccnc2C)cc(OC)c1	-10	9	-14
75	C#CCn1c(=NC(=O)c2ccn(C)n2)sc2cccc(F)c21	-1	3	-7
76	O=C(NCCc1cccc(O)c1)C(=O)Nc1ccc(Cl)cc1F	-3	-5	-1
77	Cc1cccc(-c2nc(C)nn2CC(=O)Nc2ccccc2C)c1	-3	-1	-10
78	O=C(Nc1ccc(OCc2ccco2)c(Cl)c1)N1CCOCC1	-11	7	·
79	COc1ccc(N2C(=O)CSC2c2cccs2)c(OC)c1 (stereo not given)	-5	-7	-5
80	CCNC(=O)Cc1nc(-c2ccncc2)n[nH]1	-15	6	-8
81	Cc1ccc(-n2nc(C(=O)NCC3CCCO3)c(=O)n(Cc3ccc(C(F)(F)F)cc3)c2=O)cc1C (stereo not given)	-7	13	-7
82	COC(=O)Cn1c(CN2CCN(Cc3ccccc3)CC2)nc2c1c(=O)n(C)c(=O)n2C	-7	-4	·
83	O=C(c1ccc2ncccc2c1)N1C[C@H](O)[C@@H](N2CCOCC2)C1	-8	7	·
84	CSc1ccc(CC2(CCC(=O)N3CCN(c4ncc5ccccc5n4)CC3)CCC(=O)N2)cc1 (stereo not given)	-6	2	-17
85	Cc1cc(C(=O)NCCN2CCCC2)nc2cc(C(C)(C)C)nn12	-8	24	-8
86	COc1ccc(F)cc1-c1csc(-c2ccc(NC(=O)c3cccs3)cc2)n1	-9	9	·
87	CC(C)Cn1ncc2c1NC(=O)CC2c1ccccc1-c1ccco1 (stereo not given)	-8	-3	·
88	CCOC(=O)c1csc(CSc2nnc(-c3ccc(OC)cc3)n2-c2ccc(Cl)c(Cl)c2)n1	-10	·	-9
89	Cc1ccc(-c2nn3c(CC#N)nnc3c3ccccc23)cc1	-3	1	-4
90	O=C(NCCCn1ccnc1)c1nnc2n(c1=O)CCN2c1ccccc1	-10	2	-7

Going on with the list.
No.	molecule	hcGAS inh	NPYLR7 agonist	mcGAS inh
91	Cc1ccc(C(=O)N2CCN(Cc3cccc(-c4noc(-c5cccc(Cl)c5)n4)c3)CC2)c(Cl)n1	-7	4	-7
92	CC1=C(C(=O)N(C)C)C(c2cccc(NC(=O)c3cccs3)c2)N2CCCSC2=N1 (stereo not given)	-2	·	-3
93	O=C(CCC1CCCC1)Nc1c2c(nn1-c1ccc([N+](=O)[O-])cc1)CS(=O)(=O)C2	-6	-3	·
94	CCN(C(=O)CN1CCN(S(=O)(=O)c2cccs2)CC1)C1=CCCC1	-4	11	-5
95	Cc1ccc2nc(C)c(NC(=O)c3ccc(Cl)cc3)c(=O)n2c1	-6	3	·
96	O=c1ccc(-c2ccncc2)nn1CCNS(=O)(=O)c1ccc(OC(F)(F)F)cc1	-9	10	·
97	NS(=O)(=O)c1ccc(NN=C2CCCC2)c([N+](=O)[O-])c1	-7	6	·
98	COC(=O)c1c(C)[nH]c(C(=O)NC(C)Cc2cccc(Cl)c2)c1C (stereo not given)	-3	6	·
99	Cc1ccc(C(=O)NC2CC3(CCN(C)CC3)Oc3ccccc32)o1 (stereo not given)	-3	2	·
100	COc1cc(OC)cc(C2NC(=O)N(C)C3=C2C(=O)N(Cc2ccc(F)cc2)C3)c1 (stereo not given)	-6	·	-3
101	CCNc1nc(Nc2ccc(OC)cc2)c2cn[nH]c2n1	-12	3	·

Screening results from PubChem.

The order is random; 0.26% or so of the library scored in one or more.
